# APP 5'UTR act = activators of APP 5'UTR luciferase reporter, primary screen, SH-SY5Y cells. SH-SY5Y APP 5'UTR luciferase reporter, luminescence; zero percent = DMSO vehicle wells. activation, % at 2 µM. 190,000 compounds, 1% hits. AID 1276, 2008;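 active = activation above a set limit, based on mean plus 3 SD of controls, cut at about 140% in these data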; note: values of inactives mirror those of a sister screen read the other way
# NF-kB expr up = activators of NF-kB expression in neurons, primary screen, cell-based, HTS | human neuronal cells, NF-kB reporter expression; stronger effect = higher value | fold change at 12.5 µM | 190,000 compounds, 1.6% hits | AID 1239, 2008; in the data active = fold change above about 3.3
# STAT1 inh = STAT1 signaling inhibitors, primary screen, cell-based, HTS, luciferase reporter. NIH 3T3 STAT1-luciferase reporter, IFN-gamma, luminescence. inhibition, % at 5.5 µM. 200,000 compounds, 0.35% hits;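 active = inhibition above a set limit, the mean inhibition across all tested compounds plus 3 SD, cut at about 34% in these data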;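 note: 0% = IFN-gamma with DMSO and 100% = IFN-gamma with 300 µM nifuroxazide; values of inactives mirror those of a sister screen read the other way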
# Hsp70 activator = Hsp70 transcriptional activators, primary screen, cell-based, HeLa, Hsp70 promoter luciferase, luminescence, 10 µM. HeLa Hsp70 promoter luciferase reporter; scaled: vehicle 0, proteasome-inhibitor control 100%. activation, % at 10 µM. 200,000 compounds, 0.04% hits;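 active = activation above the mean across all tested compounds plus 3 SD, cutoff set per campaign, cut at about 5.5% in these data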;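 note: 100% = MG132 at 30 µM as the positive control and 0% = DMSO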
# TLR4 MyD88 comp = inhibitors of TLR4-MyD88 association in cells, primary screen, cell-based, HeLa CL3-4, BLA complementation, FRET ratio | 200,000 compounds, 0.18% hits | HeLa CL3-4 TLR4/MyD88 BLA complementation | Toll-like receptor 4 (Homo sapiens) + Myeloid differentiation primary response protein … | inhibition, % at 8.4 µM; in the data active = inhibition above about 25%;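 note: 0% = vehicle and 100% = reference inhibitor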
# Target sequence (O00206 whole entry, looked up): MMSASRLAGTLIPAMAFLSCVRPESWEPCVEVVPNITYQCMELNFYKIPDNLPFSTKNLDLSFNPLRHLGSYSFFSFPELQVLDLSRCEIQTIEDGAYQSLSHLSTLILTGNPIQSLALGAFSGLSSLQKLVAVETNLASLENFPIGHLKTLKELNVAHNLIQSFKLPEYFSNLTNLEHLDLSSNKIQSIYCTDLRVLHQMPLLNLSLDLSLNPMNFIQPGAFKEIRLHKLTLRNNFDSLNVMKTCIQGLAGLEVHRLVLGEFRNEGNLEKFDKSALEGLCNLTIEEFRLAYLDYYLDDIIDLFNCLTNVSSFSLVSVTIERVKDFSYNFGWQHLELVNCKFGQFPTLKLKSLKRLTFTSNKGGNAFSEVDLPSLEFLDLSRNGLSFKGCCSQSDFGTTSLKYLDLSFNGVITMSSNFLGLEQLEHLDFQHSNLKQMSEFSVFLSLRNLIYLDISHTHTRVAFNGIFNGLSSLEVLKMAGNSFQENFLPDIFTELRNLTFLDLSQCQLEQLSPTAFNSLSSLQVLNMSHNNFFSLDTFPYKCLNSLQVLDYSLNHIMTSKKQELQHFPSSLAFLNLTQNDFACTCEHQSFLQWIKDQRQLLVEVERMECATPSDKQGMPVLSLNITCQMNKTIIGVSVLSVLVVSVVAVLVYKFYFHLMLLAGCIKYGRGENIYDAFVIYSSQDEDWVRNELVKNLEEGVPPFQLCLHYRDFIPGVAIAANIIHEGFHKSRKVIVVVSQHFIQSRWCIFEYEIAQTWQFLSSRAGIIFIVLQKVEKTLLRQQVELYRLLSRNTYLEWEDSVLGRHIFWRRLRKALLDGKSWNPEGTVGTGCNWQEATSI
# Target sequence (Q99836 whole entry, looked up): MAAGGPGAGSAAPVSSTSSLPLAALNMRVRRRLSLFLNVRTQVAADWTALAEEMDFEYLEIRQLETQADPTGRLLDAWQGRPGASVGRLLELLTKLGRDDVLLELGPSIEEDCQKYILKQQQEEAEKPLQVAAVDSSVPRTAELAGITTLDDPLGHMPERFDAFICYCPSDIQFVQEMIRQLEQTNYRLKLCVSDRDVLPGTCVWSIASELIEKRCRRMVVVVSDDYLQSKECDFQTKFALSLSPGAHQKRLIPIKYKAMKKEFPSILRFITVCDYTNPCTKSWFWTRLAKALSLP
# STAT3 inh = IL-6 driven STAT3 reporter inhibitors, primary screen, U3A cells, luciferase, luminescence, MLSCN library | IL-6 STAT3-luciferase reporter; host cell line lacks STAT1 | inhibition, % at 5.5 µM | 190,000 compounds, 0.89% hits | AID 862, 2007;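 active = inhibition above the mean inhibition across all screened compounds plus 3 SD, cut at about 44% in these data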;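 note: 0% = DMSO only wells and 100% = 100 µM nifuroxazide control wells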
# Redox H2O2 prof = compounds producing H2O2 with reducing agent – biochemical, NIH compound library profiling, artefact control for MLSCN library redox annotation, primary screen. DTT-dependent redox cycling H2O2, phenol red/HRP absorbance; 100% = 100 µM peroxide control, 0% = buffer. activation, % at 10 µM. 200,000 compounds, 0.03% hits. AID 878, 2007;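 active = activation of at least 50% relative to the plate's high and low controls in the primary single-dose screen; inactive = activation below 50%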;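 note: compound incubated with DTT at 0.8 mM final as the reducing agent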
# STAT3 act = IL-6 driven STAT3 reporter potentiators, primary screen, U3A cells, luciferase, luminescence, MLSCN library; IL-6 STAT3-luciferase reporter; 100% = signal with IL-6 EC80 alone; activation (% of control), % at 5.6 µM; 190,000 compounds, 0.91% hits;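 active = activation above the screen-wide mean of compound activation plus 3 SD, cut at about 130% in these data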;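 note: 0% = background luminescence of wells with medium and substrate only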
#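 Test system: STAT3-luciferase reporter U3A cells; Detection: reporter luminescence signal; Times: 1 h compound pre-exposure, 6 h IL-6 stimulation, 37 °C; Benchmarks: IL-6-only high control; Also added: IL-6 stimulus at 33 ng/mL final.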
# STAT1 activator = STAT1 signaling activators, primary screen, cell-based, HTS, luciferase reporter | NIH 3T3 STAT1-luciferase reporter, IFN-gamma, luminescence; 100% = IFN-gamma alone, no compound | activation (% of control), % at 5.5 µM | 200,000 compounds, 2.6% hits | AID 932, 2007;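 active = activation above the screen-wide mean activation plus 3 SD, cut at about 130% in these data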;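 note: raw ratio to IFN-gamma control signal so 100% means no change and 0% no light; values of inactives mirror those of a sister screen read the other way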
# HMGR II inh = inhibitors of E. faecalis class II HMGR, primary screen, biochemical, Enterococcus faecalis | HMG-CoA reductase (Enterococcus faecalis, mvaE) | purified E. faecalis HMGR, NADPH absorbance 340 nm kinetic | inhibition, % at 10 µM | 190,000 compounds, 0.41% hits | AID 1066, 2008;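 active = inhibition above a set limit, the median over all tested compounds plus 3 SD, cut at about 9.5% in these data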;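 note: enzyme runs in reverse so mevalonate oxidation gives rising NADPH absorbance; 0% = complete reaction with DMSO and 100% = background rate lacking mevalonate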
# * hit, by the source's call; . = no result given. No enrichment for hits; any-hit rate near 5.6%.
# The first 2 entries (preview)
SMILES,APP 5'UTR act,NF-kB expr up,STAT1 inh,Hsp70 activator,TLR4 MyD88 comp,STAT3 inh,Redox H2O2 prof,STAT3 act,STAT1 activator,HMGR II inh
CN1C(=O)CC(N2CCN(CC(=O)N3CCCC3)CC2)C1=O (configuration not stated),7,1.1,4,-0.2,4,12,0.8,95,96,-10
O=C(CN1CC(c2ccccc2)CC1=O)OCc1ccccc1F (configuration not stated),-3,1.4,0,-0.4,11,-13,0.8,112,100,-6

# The list itself, previewed entries included:
SMILES,APP 5'UTR act,NF-kB expr up,STAT1 inh,Hsp70 activator,TLR4 MyD88 comp,STAT3 inh,Redox H2O2 prof,STAT3 act,STAT1 activator,HMGR II inh
CN1C(=O)CC(N2CCN(CC(=O)N3CCCC3)CC2)C1=O (configuration not stated),7,1.1,4,-0.2,4,12,0.8,95,96,-10
O=C(CN1CC(c2ccccc2)CC1=O)OCc1ccccc1F (configuration not stated),-3,1.4,0,-0.4,11,-13,0.8,112,100,-6
Cn1c(SCC(=O)N2CCCC2)nc2ccccc21,5,1.1,-7,-0.3,-5,0,-0.4,101,105,2
CC1(C)CC(=O)c2c(nn(-c3ccccc3)c2-c2ccncc2)C1,12,1.1,-1,-0.2,-3,13,2.4,92,101,-2
COC(=O)c1cn(CC(=O)NCc2ccco2)c2ccccc12,-4,1.9,-15,-0.1,-1,-5,0.8,107,113,3
C=CCN(c1ccccc1Cl)S(=O)(=O)c1cccc(C(=O)OCC(=O)N(C)C2CCS(=O)(=O)C2)c1 (configuration not stated),0,1.1,2,-0.3,1,0,-1.2,100,98,-3
COc1cccc(CNc2ncn[nH]2)c1OCc1ccc(F)cc1,1,1,-2,-0.3,3,0,-1.4,103,100,-6
Nn1c(SCc2cccc3ccccc23)nnc1-c1ccco1,1,0.95,-3,-0.2,-6,18,1.8,89,102,5
CCO/N=C(/C)c1c(O)cc(-c2ccccc2)n(-c2ccccc2)c1=O,-5,1.3,7,-0.4,7,-4,0.2,104,93,-1
COc1cc(O)c(NC(C)=O)c2nonc12,0,.,3,-0.1,-2,3,-0.2,103,97,.
Cc1cccc(NC(=S)N(CCc2ccncc2)C(C)C)c1C,15,1,7,-0.1,14,7,0.5,99,94,-5
Cc1csc(NC(=O)c2ccco2)n1,3,1.5,-21,-0.1,2,-6,-2.4,109,119,1
Cc1cc(NC(=O)c2ccc(C)s2)n(-c2nc3ccccc3[nH]2)n1,-23,1,2,-0.1,-16,8,-0.1,97,98,-5
O=C(Nc1ccc(Cl)cc1)OC(CN1CCCCC1)C(F)(F)F (configuration not stated),12,0.97,11,2.9,3,9,-6.3,94,90,-5
CN(C)c1ccc(NC(=O)CCn2c(=S)oc3ccccc32)cc1,106,1.2,-33,-0.2,5,3,-0.1,102,134*,-7
COc1ccc(C(=O)Nn2c(C)ccc2C)cc1OC,9,0.9,-4,-0.1,7,-11,0.3,110,100,0
COc1ccc(Cl)cc1NC(=S)NCc1cccs1,7,1,16,0.0,6,-11,-0.2,112,86,-4
COc1ccc(CCNC(=O)[C@@H](NC(N)=O)C(C)C)cc1,-19,1.5,-1,0.2,-5,8,0.1,97,101,0
O=C(c1ccncc1)c1ccc(NC(=O)c2cccs2)cc1,15,1.8,8,-0.3,3,20,-0.9,85,91,-4
CCCOc1ccc(N2CC(C(=O)Nc3ccccc3OC)CC2=O)cc1 (configuration not stated),0,1.1,-9,-0.2,0,0,-0.7,104,108,3
CCOC(=O)Nc1ccc(Oc2ccccc2)cc1,26,1.9,-25,-0.2,6,-17,3.2,116,123,-2
COc1cccc(CNCCOCCO)c1OC,6,1.4,6,0.2,5,2,-0.4,102,95,-4
COc1cccc(NC(=O)/C=C/c2ccco2)c1,73,3.7*,-29,0.5,2,-10,-0.9,108,128,-8
CC1=C(C)CC(C(=O)Nc2ccc3c(c2)OCO3)C(C(=O)O)C1 (configuration not stated),8,1.1,-1,0.1,-10,6,-0.5,103,101,-1
COc1ccccc1CNS(=O)(=O)c1cccc(S(=O)(=O)N2CCOCC2)c1,-14,1,-9,-0.1,-13,-2,-0.9,106,108,-2
O=C(NCc1cccc(C(F)(F)F)c1)c1cccc(Cl)c1Cl,-15,1,6,-0.4,0,20,-0.1,86,95,-2
C1=C(c2ccccc2)CCN(c2ncnc3nc[nH]c23)C1,11,1.2,-9,-0.1,-2,10,-2.4,92,109,-5
CC(C)(C)n1ncc2c(=O)n(CC(=O)c3ccc(Cl)cc3)cnc21,121,2.8,-59,0.0,-5,-4,-0.3,105,154*,-5
O=C(NCCN1CCOCC1)c1ccc(=O)n(Cc2ccc(Cl)cc2)c1,9,1.2,-3,0.1,-6,-3,-1.3,105,102,-1
CCCCCc1nc2sc3c(c2c(=O)n1N)CCC3,-31,1.9,3,-0.4,-10,-1,1.8,101,98,-1
COc1cccc(OCCNc2cc(Cl)ccc2[N+](=O)[O-])c1,10,1.3,-7,-0.1,-3,20,1.1,88,107,-5
O=C(/C=C/c1cc2c(cc1Br)OCO2)NCc1ccc(F)cc1,10,1,14,-0.3,9,27,2.0,83,80,-5
CC1CN(Cc2cc(=O)[nH]c(C3CC3)n2)CC(C)O1 (configuration not stated),-1,1.2,11,0.1,-6,20,0.9,86,90,-1
CC(=O)C(/C=N/c1ncc(C(F)(F)F)cc1Cl)=C(\C)O,-6,1.1,-1,0.0,-1,14,0.0,95,101,0
CCn1ncc(/C=N\NC(=O)c2cc(-c3ccc(C)cc3C)nc3ccccc23)c1C,-5,0.85,7,0.2,8,4,-1.2,101,94,-1
CC(C)=C1Cc2ccccc2C1=O,6,1.5,-4,0.1,-9,14,0.1,92,102,-1
CCCCN1CNC(=S)N(c2ccccc2OCC)C1,15,1.1,-9,-0.3,-12,-4,-0.2,103,108,0
CCCCNC(=O)/C(C#N)=C/c1ccc(C(=O)OC)cc1,41,1.1,3,-0.4,14,4,-0.3,98,98,-2
CC(C)CCNC(=O)c1ccc(-c2ccccc2)cc1,55,2.9,-37,-0.1,-9,-7,-1.7,109,132*,-6
CC(C(=O)N1CCOCC1)(c1ccccc1)c1ccccc1,1,1.2,1,-0.1,3,3,0.7,101,101,1
COC(=O)[C@H]1C[C@@H]1[C@H](NC(=O)c1cc(C)on1)c1ccccc1,-7,1.5,-4,0.9,-7,-3,0.2,100,103,-7
Cn1cccc1/C=N/n1c(-c2ccccc2)n[nH]c1=S,-1,1.2,7,-0.4,0,-3,-1.1,102,93,-1
Cc1cc(C)n(-c2cc(N3CCN(S(=O)(=O)c4ccc(C)c(C)c4)CC3)ccc2[N+](=O)[O-])n1,-15,1.5,1,-0.2,-10,1,2.4,104,99,-1
CC(C)(C)c1nnc(NS(C)(=O)=O)s1,-3,.,-5,-0.1,-17,2,0.3,101,104,.
O=c1c(-c2ccccc2)cnc2n1CCS2,-3,1.2,3,-0.4,7,18,-0.5,89,95,-4
CC(SCc1ccccc1)C(=O)Nc1ccc(F)cc1 (configuration not stated),4,1.1,16,-0.4,16,4,0.2,101,84,-2
CC(=O)c1cc(C#N)c(Oc2cccc(C(F)(F)F)c2)nc1C,30,1,4,0.0,-11,-2,2.7,110,97,-6
N#CCCn1cc(C(=O)O)c(-c2cccs2)n1,5,1.2,2,-0.3,5,5,-0.7,97,97,0
CN(C)NC(=S)Nc1ccc2nc(-c3ccccn3)c(-c3ccccn3)nc2c1,10,0.72,0,-0.3,13,0,-2.6,104,100,2
O=C(CSc1nc(-c2ccccc2)nn1C(=O)c1ccccc1)Nc1cccc([N+](=O)[O-])c1,1,1,2,0.5,11,12,2.0,95,98,1
COc1ccc(N(CC(=O)Nc2ccc(S(=O)(=O)N3CCCCC3)cc2)S(C)(=O)=O)cc1OC,-9,0.83,2,-0.2,-4,1,-4.4,101,98,0
Clc1cc(NCc2cccs2)ccc1N1CCOCC1,35,1.1,-13,-0.1,18,2,-0.3,105,112,-5
C=CCNC(=O)CN1CCC(O)(c2ccc(F)cc2)CC1,7,0.99,0,-0.3,1,2,0.3,100,100,5
COc1cc([N+](=O)[O-])ccc1NC(=S)Nc1cccc(C(=O)O)c1,3,1.1,-1,0.0,7,9,1.9,93,101,-6
COc1ccc(/C=N/NC(=O)C[n+]2ccccc2)c(OC)c1,-6,0.98,-4,-0.4,-4,-3,0.3,104,101,3
CCn1c(COc2ccc(Cl)c(C)c2)nnc1SCC(=O)N1CCCC1,6,0.92,9,-0.2,-6,11,-0.8,96,92,-3
COc1ccc(C(=O)N2CCN(C(=O)c3ccco3)CC2)cc1,6,0.8,3,-0.1,-5,9,0.2,97,98,0
Cn1c(CC(=O)c2ccc(Br)cc2)[n+](C)c2ccccc21,-3,0.98,6,-0.5,-3,-3,10,104,92,1
COc1ccc(OC)c(NC(=O)Cn2cnc3c(cnn3-c3ccccc3)c2=O)c1,6,0.93,0,-0.3,-3,2,-0.1,98,100,-5
COC(=O)COc1nc(C)c2c(c1C#N)CC(C)(C)OC2,-17,1.3,-11,-0.3,9,16,-0.7,91,111,1
# Continuation.
SMILES,APP 5'UTR act,NF-kB expr up,STAT1 inh,Hsp70 activator,TLR4 MyD88 comp,STAT3 inh,Redox H2O2 prof,STAT3 act,STAT1 activator,HMGR II inh
Cc1cc(N2CCN(S(=O)(=O)c3ccccc3)CC2)c2ccccc2n1,-1,0.33,7,-0.2,12,14,0.0,91,93,-2
Cc1ccc(S(=O)(=O)N2CCC(=O)N(CCOCc3cccc(C)c3)CC2)cc1,11,1.4,0,-0.3,-3,-2,-0.4,99,100,-2
CCCn1c(SCC(=O)NCc2ccco2)nc2c1c(=O)n(C)c(=O)n2C,6,1.1,-2,0.0,-3,11,0.2,93,101,-3
CC(=O)N1C(c2ccccc2O)C[C@]2(C)CC(=O)NC12 (some centres not stated),11,1.1,-2,-0.2,1,3,-1.0,101,101,0
COc1ccc(/C=C/C(=O)c2ccc3c4c(cccc24)CC3)cc1OC,14,0.84,-5,-0.1,-2,-7,0.7,104,104,-4
CCCCOc1ccc(Cl)cc1CSc1n[nH]c(C)n1,-3,0.92,-1,-0.4,11,11,2.8,94,101,2
COc1ccc(-n2nnc3c(=O)n(CC(=O)NCC4CCCO4)cnc32)cc1 (configuration not stated),2,1.5,-6,0.4,-9,2,-0.3,99,106,1
Cc1cc(OCC(=O)N2CCCC2)cc(C)c1Cl,7,1.1,-3,0.2,16,16,-0.7,89,105,-1
Cc1ccc(CNC(=O)COC(=O)c2cncc(Br)c2)cc1,14,1,-6,-0.2,19,-3,0.1,104,104,-3
COc1cc(C2/C(=C(/O)c3ccc(OCC(C)C)cc3)C(=O)C(=O)N2CCN(C)C)ccc1O (configuration not stated),-2,0.79,0,-0.2,9,7,2.8,99,100,-4

# High-throughput results from PubChem.
